Screening results as filed in PubChem BioAssay.
CFTR F508del cor: correctors of CFTR F508del function in bronchial epithelial cells. actives 0.36% (n = 350,000). CFBE cells, YFP halide quenching; stimulated with forskolin plus potentiator P3; % fluorescence drop versus neutral controls. activity (quench increase), % at 7.58 µM;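 active = mean added fluorescence quench of at least 8% versus neutral control, with both replicates also reaching 8%; inconclusive = only one of the mean or replicate conditions met; inactive = mean below 8% and not both replicates reaching 8%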;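 note: cells transiently co-express mutant CFTR-F508del with the halide-sensitive YFP; corrector assay measuring rescue of mutant channel to the surface after 24 h compound exposure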
DENV2 CPE rescue: protects cells from dengue virus 2 cytopathic effect; DENV2-infected cells, cytopathic effect rescue, plate reader; CPE inhibition, % at 9.99 µM; actives 1.7% (n = 350,000); in the data active = CPE inhibition above about 20%, passing the limit was not always enough; inconclusive = no clear call, values can overlap the other calls; tested in BHK-21 cells;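 note: 0% = median of neutral control wells and 100% = median of positive control wells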
SIRT5 inh: sirtuin-5 (human) deacylase inhibition; Q9NXA8; Purified SirT5, succinyl-peptide AMC, trypsin-coupled fluorescence; inhibition, % at 15 µM; actives 1.1% (n = 330,000); AID 652115; in the data active = inhibition above about 15%; inconclusive = no clear call, values can overlap the other calls
Target sequence (Q9NXA8 whole entry, looked up): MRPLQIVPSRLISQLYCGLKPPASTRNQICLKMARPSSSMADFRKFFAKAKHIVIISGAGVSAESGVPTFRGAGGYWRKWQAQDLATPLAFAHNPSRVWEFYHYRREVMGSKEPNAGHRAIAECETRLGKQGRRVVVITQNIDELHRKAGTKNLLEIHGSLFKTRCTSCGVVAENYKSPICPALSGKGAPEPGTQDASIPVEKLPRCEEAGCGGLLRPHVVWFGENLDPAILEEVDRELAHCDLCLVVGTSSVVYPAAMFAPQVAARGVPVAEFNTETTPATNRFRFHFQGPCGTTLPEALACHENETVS
CASP6 VEID inh: inhibitors of human caspase-6; P55212; purified caspase-6, Z-VEID-R110 cleavage fluorescence; inhibition, % at 12.5 µM; actives 0.53% (n = 350,000); AID 686996;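 active = mean inhibition across replicates at least about 35%, with every replicate also reaching that limit, limit read from the data; inconclusive = only one of the two criteria met; inactive = neither criterion met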;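 note: 0% = median of neutral control wells and 100% = no fluorescence left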
ERp5 block: inhibitors of human ERp5; Q15084; ERp5 insulin aggregation, absorbance 650 nm, 90 min; inhibition, % at 9.99 µM; actives 0.05% (n = 350,000);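 active = mean replicate inhibition above about 25%, with every replicate also reaching it, limit read from the data, passing the limit was not always enough; inconclusive = only one of those two criteria met; inactive = neither criterion met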
Target sequence (Q15084 whole entry, looked up): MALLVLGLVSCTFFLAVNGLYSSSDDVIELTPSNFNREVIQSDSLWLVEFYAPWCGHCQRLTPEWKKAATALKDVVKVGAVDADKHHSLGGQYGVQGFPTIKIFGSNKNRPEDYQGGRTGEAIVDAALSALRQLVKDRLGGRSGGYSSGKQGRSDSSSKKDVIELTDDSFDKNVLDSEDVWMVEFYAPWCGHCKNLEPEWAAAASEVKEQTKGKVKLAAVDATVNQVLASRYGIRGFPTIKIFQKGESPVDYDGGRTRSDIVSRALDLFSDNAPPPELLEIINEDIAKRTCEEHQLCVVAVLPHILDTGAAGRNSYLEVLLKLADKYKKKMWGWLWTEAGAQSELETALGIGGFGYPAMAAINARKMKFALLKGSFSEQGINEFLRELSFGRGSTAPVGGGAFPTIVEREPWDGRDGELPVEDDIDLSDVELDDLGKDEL
ERAP1 HTS inh: ERAP1 (human) enzyme inhibition; Q9NZ08; recombinant ERAP1, Leu-AMC fluorescence, 60 min; inhibition, % at 10.7 µM; actives 0.15% (n = 340,000); AID 652197;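 active = mean replicate inhibition of at least 30%, or all replicates individually reaching that 30% level; inactive = mean below 30% and not every replicate reaching it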;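 note: 0% = neutral control wells and 100% = L-leucinethiol positive control wells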
miR122 inh: inhibitors of miR-122 in Huh7 cells | Huh7 miR-122 Renilla luciferase sensor, 48 h; neutral wells = 0, positive control = 100 | activation (reporter increase), % at 12.5 µM | actives 0.3% (n = 340,000) | AID 602342;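 active = mean replicate activation score at least 90 and every replicate individually at or above 90; inconclusive = only one of the two criteria met; inactive = neither criterion met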;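 note: higher luciferase means less miR-122 activity so hits act as miR-122 inhibitors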
* marks the source's active call; other numbers are inactive results; ? = inconclusive; · = no result given; [ ] = dose if it differs, or a comment. No enrichment for hits. About 4% of those tested had a hit in this group.

CFTR F508del cor,DENV2 CPE rescue,SIRT5 inh,CASP6 VEID inh,ERp5 block,ERAP1 HTS inh,miR122 inh,SMILES
1.5,11,-1,-1,-1,-1,3,COc1ccc(-c2nc3c(c(SCC(=O)N4CCCC4)n2)COC(C)(C)C3)cc1
1.5,4,-1,-3,2,-1,1,CCc1ccc(NC(=O)N(CCN(C)C)C(C)c2cccnc2)cc1 (stereo not drawn)
2.6,-2,0,0,-3,5,-4,CCOc1ccc2nc(N3CCC(C(=O)N4CCN(c5ncccn5)CC4)CC3)sc2c1
-2.9,-3,8,-2,-4,-3,·,COc1ccc(S(=O)(=O)N(C)C[C@H]2Oc3c(NC(=O)CCCCCC(=O)Nc4ccccc4N)cccc3C(=O)N([C@H](C)CO)C[C@H]2C)cc1
-1.6,-6,10,1,-4,0,7[16.7 µM],C[C@@H]1CN([C@H](C)CO)S(=O)(=O)c2ccc(C3=CCCCC3)cc2O[C@H]1CN(C)Cc1ccncc1
-4.8,-15,-3,1,4,1,·,O=C(Cc1ccc(NC(=O)C2CCN(C(=O)C3CC3)CC2)cc1)Nc1cccc(C(=O)N2CCCC2)c1
0.5,-2,-2,2,-15,-5,-6,CC(=O)Nc1cccc(C(=O)NC2CCCc3c2cnn3-c2ccccc2F)c1 (stereo not drawn)
-3.1,5,-4,-2,-5,-1,-4[16.7 µM],C[C@@H]1CN([C@H](C)CO)C(=O)c2cc(C#C[C@@H](C)O)cnc2O[C@@H]1CN(C)C(=O)c1ccncc1
-3.8,10,-1,·,2,·,·,CO[C@H]1CN(C)C(=O)c2cc(NS(C)(=O)=O)ccc2OC[C@@H](C)N(Cc2cncnc2)C[C@H]1C
-1.3,-4,4,-1,1,-5,25[16.7 µM],C[C@H]1CN([C@@H](C)CO)C(=O)c2cc(NC(=O)c3ccncc3)ccc2O[C@H]1CN(C)Cc1ccc(C(F)(F)F)cc1
4.0,0,-8,-5,4,-5,0,CCOc1ccccc1C(=O)Oc1ccc2ccc(=O)oc2c1
-3.1,-13,3,-19,-2,1,3[16.7 µM],C[C@H]1CN([C@@H](C)CO)C(=O)c2cc(C#Cc3ccc(F)cc3)cnc2O[C@@H]1CN(C)C
0.0,14,-1,-13,-6,2,-4,CCCc1ccc(OCC(O)CN2CCN(CCO)CC2)cc1 (stereo not drawn)
4.1,-4,-5,1,1,1,-1[16.7 µM],C[C@H](CO)N1C[C@H](C)[C@H](CN(C)CC2CCCCC2)Oc2ccc(NS(=O)(=O)c3cn(C)cn3)cc2CC1=O
0.0,6,1,0,0,·,·,COc1ccc(NC(=O)C2c3ccccc3OCC(=O)N2CCc2ccccc2)cc1 (stereo not drawn)
0.5,-2,0,-3,-4,4,-2,COc1cc2c(=O)n(CC3CCCO3)c(=O)n(CC(=O)Nc3ccc(F)cc3F)c2cc1OC (stereo not drawn)
-3.2,-1,-4,2,4,-2,24,CCCNC(=O)/C=C/c1ccc(C(C)C)cc1
-1.3,1,·,2,-11,-3,-6,FC(F)(F)c1ccnc(NCc2ccco2)n1
-1.4,-10,1,4,6,-2,1,COc1ccc(NC(=O)CN(C)C(=O)CCNC(=O)Nc2ccccc2)cc1
1.0,-4,-3,10,7,-1,-4,O=c1cc(CCl)nc2sc3ccccc3n12
1.1,3,-1,0,4,3,·,O=c1c(Cl)c(NCc2ccccc2)cnn1C12CC3CC(CC(C3)C1)C2
-1.6,-7,5,-9,-4,1,-2[16.7 µM],COc1cccc(S(=O)(=O)N(C)C[C@@H]2Oc3ncc(C#CCN(C)C)cc3C(=O)N([C@@H](C)CO)C[C@@H]2C)c1
5.6,-2,·,-2,7,-3,-3,CCOC(=O)Cc1cc(=O)[nH]n(-c2ccccc2)c1=O
0.2,4,9,-5,6,-2,-1,COc1ccc(S(=O)(=O)N2CCC(C(=O)NCCCn3ccnc3)CC2)cc1C
·,-6,-1,2,-2,-1,-3,CCC1CCCCN1C(=O)c1c[nH]c2ccc(S(=O)(=O)N(C)c3ccc(Cl)cc3)cc2c1=O (stereo not drawn)
2.2,12,3,·,1,3,-4[16.7 µM],COc1ccc(S(=O)(=O)Nc2ccc3c(c2)CC(=O)N([C@H](C)CO)C[C@@H](C)[C@@H](CN(C)S(=O)(=O)c2ccc(C)cc2)O3)cc1
-1.7,12,-2,1,-2,4,·,Oc1ccc(-c2cnc(-c3ccc(O)cc3)nc2)cc1
1.3,?,-2,1,0,0,·,CCCCCc1cc(=O)[nH]c(=S)[nH]1
-3.1,2,1,0,0,14,-11,CN1CCC(NC(=O)Nc2ccc(Br)cc2)CC1
1.3,-6,2,-2,0,1,1,COC(=O)c1[nH]c2ccccc2c1CN1CCOCC1
0.9,0,-7,-1,-1,-10,·,COc1ccccc1CCC(=O)OCC(=O)Nc1cc(S(=O)(=O)N2CCOCC2)ccc1C
-3.4,-1,2,-2,3,-1,·,CN(Cc1ccccc1)C(=O)CC(=O)N(C)Cc1ccccc1
-0.8,9,1,0,-3,2,-1,CCc1ccc(OCC(=O)Oc2ccc([N+](=O)[O-])cc2)cc1
2.8,1,-4,-5,3,-2,·,CN(C)C(CNC(=O)c1ccccc1C(F)(F)F)c1ccco1 (stereo not drawn)
-4.0,1,5,-2,5,0,·,CCN(C(=O)c1ccccc1F)c1nc(-c2ccc(OC)cc2)cs1
-2.4,1,-3,2,6,-3,·,CNC(=O)Nc1ccc2nc(C)oc2c1
-0.3,2,1,-3,1,4,·,COC(=O)c1ccc(-n2cnc3ccccc32)nc1
0.9,8,0,2,0,6,·,COc1ccc2c(c1)/C(=N/OC(=O)c1cccs1)CCC2
-2.1,9,-2,-2,-11,2,-1,O=C1NC(=S)NC1(c1ccccc1)c1ccccc1
1.8,3,2,4,-1,0,·,CCN(CC(=O)NCc1cccs1)C(=O)CN(C)S(=O)(=O)c1ccc(C)cc1
0.9,2,-4,-2,3,1,5,C[C@]12CCC(O)CC1=CCC1C2CC[C@]2(C)/C(=N\NC(N)=S)CCC12 (stereo partly drawn)
-0.3,34*,-7,4,-4,0,-6[16.7 µM],C[C@H](CO)N1C[C@H](C)[C@H](CN(C)Cc2ccc(-c3ccccc3)cc2)Oc2ccc(NC(=O)Nc3ccc(F)cc3)cc2CC1=O
0.0,2,0,-1,-4,-2,9,CC1CCCN(C(=O)COC(=O)Cc2ccc(Cl)cc2)C1 (stereo not drawn)
1.7,2,2,-3,-4,7,·,COc1ccc(N(CC(=O)N2CCc3ccccc3C2)S(C)(=O)=O)cc1Cl
-4.8,1,3,-2,-3,0,-1[16.7 µM],Cc1ccc(S(=O)(=O)Nc2cccc3c2O[C@@H](CN(C)C(=O)Nc2ccccc2)[C@@H](C)CN([C@H](C)CO)C3=O)cc1
2.1,-13,2,7,1,3,·,Cc1ccc(S(=O)(=O)N(C)CC(=O)N(CC(C)C)C2CCS(=O)(=O)C2)cc1 (stereo not drawn)
8.1*,-3,1,5,2,1,-5,CC(=O)Nc1ccc(-c2csc(NC(=O)CN3C(=O)NC4(CCCC4)C3=O)n2)cc1
-0.8,·,0,0,-2,2,-4,O=C(CSc1nc2ccccc2[nH]1)NCc1ccc(F)cc1
2.3,0,-1,4,-1,0,·,COC(=O)CCC(=O)NNC(=O)c1ccc([N+](=O)[O-])cc1
7.3,2,2,2,0,1,6[16.7 µM],COc1ccc(NC(=O)N(C)C[C@H]2OCCCC[C@@H](C)Oc3ccc(NC(=O)Nc4ccc(C(F)(F)F)cc4)cc3C(=O)N([C@@H](C)CO)C[C@@H]2C)cc1
-0.9,-7,0,2,-1,1,-7,CCN(CC(=O)Nc1ccc(NC(C)=O)cc1)C(=O)CN1C(=O)C2CCCCC2C1=O (stereo not drawn)
-1.4,-1,-3,16,0,2,·,CN1C(=O)N[C@@H]2c3ccccc3O[C@@]1(C)[C@@H]2COC(=O)c1ccccc1
0.1,-4,·,6,2,1,-2,O=C(O)CCn1c(-c2ccccc2)cc2c1CCCC2=O
-3.1,·,·,-4,2,·,·,CCc1ccc(N(C(=O)c2csnn2)C(C(=O)NC(C)(C)C)c2ccccn2)cc1 (stereo not drawn)
-1.6,0,-2,1,-3,1,-1,O=C(NC1CCCCC1)C(c1ccccc1F)N(Cc1ccco1)C(=O)c1ccccn1 (stereo not drawn)
1.2,0,0,-2,1,-4,-4,CCSc1nc2ccccc2c(=O)n1C1CCOC(C)(C)C1 (stereo not drawn)
2.2,-5,2,-2,7,-3,-2[16.7 µM],CC(=O)N(C)C[C@@H]1Oc2cc(C#CCN(C)C)ccc2S(=O)(=O)N([C@@H](C)CO)C[C@@H]1C
0.3,6,-5,-1,-1,-1,20,Nc1ccc(Nc2nc(-c3ccncc3)cs2)cc1
0.0,-2,-4,-3,1,0,-1,COc1cc(CNCc2ccc(OC)c3ccccc23)cc(OC)c1OC
1.6,3,0,-2,1,·,3,CCCN(CCC)S(=O)(=O)c1ccc(C(=O)N2CC3CCC(CC3)C2)cc1

Continuation:
CFTR F508del cor,DENV2 CPE rescue,SIRT5 inh,CASP6 VEID inh,ERp5 block,ERAP1 HTS inh,miR122 inh,SMILES
·,·,-1,-2,1,8,0,COc1ccc(CC(=O)NNc2ncnc3c2cnn3C)cc1
·,-1,-1,19,-1,1,·,O=C(O)CN1CCN(Cc2ccc(Cl)cc2)C1=O
4.3,-2,2,-1,2,-1,·,COc1ccc(S(=O)(=O)N(C)C[C@H]2Oc3ccc(NS(=O)(=O)c4ccc(C)cc4)cc3C(=O)N([C@H](C)CO)C[C@H]2C)cc1
0.1,-5,2,-4,-1,-7,·,COc1ccc(NC(=O)CN(C)C(=O)c2cc(-c3ccccc3)nc3ccccc23)cc1
0.8,-4,10,31,7,2,-4,COc1ccc(OCC(=O)N/N=C/c2cccn2-c2cccc(C(=O)O)c2)cc1
-1.7,1,-2,-5,2,1,-2,COc1cc(C(=O)NCCC(=O)NC2CCCCC2)cc(OC)c1OC
3.0,-1,·,1,0,-4,3,CCOc1ccccc1NC(=O)c1ccccc1-c1ccccc1
-0.9,-5,-1,-5,4,-1,-4,CCCN1CCN(CCNC(=O)Nc2cc(C)ccc2C)CC1
·,-5,-11,-5,3,6,-5,Cc1c(CCO)c(=O)[nH]n1S(=O)(=O)c1ccccc1
1.1,8,-5,2,-3,-1,-9,COCCNC(=O)C(=O)Nc1cccc(Br)c1
0.9,0,-3,-1,-5,-4,-3,COc1ccc(NC(=O)CCCC2=NS(=O)(=O)c3ccccc3N2)cc1
0.6,?,·,1,11,-2,-4,Cc1ccc(-c2nc(SC(C)C(=O)NC3CC3)n[nH]2)cc1 (stereo not drawn)
